ERK EGF inh – inhibitors of EGF-stimulated ERK signaling pathway | HEK293-V1b, EGF-stimulated phospho-ERK AlphaScreen | Potency, µM (top dose mostly 11.5 µM), without a hit: at the top dose activity change, negative = inhibition, most hits filed as inhibitors | 130,000 tested, 0.41% active | AID 1454; active = well fitted inhibition curve with a large enough effect; inconclusive = small, poorly fitted or top-dose-only effect, or effect the other way;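 note: plate controls were stimulated vehicle wells for no effect and unstimulated vehicle basal for full effect; nearly all actives have a fitted effect of over 55% in size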
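Readout: AlphaScreen signal for phosphorylated ERK in lysed HEK293 cells stably expressing V1b. Stimulus 25 nM EGF, 5 min, following 30 min compound exposure. Data scaled to DMSO basal and full EGF activation.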
Numbers without * were called inactive; ? = inconclusive; [ ] = remark or other dose. Potency is the fitted concentration of half-maximal effect. The list is partial, so the mix of outcomes need not match the whole.

SMILES | ERK EGF inh
COC(=O)CN1C(=S)N(c2ccc(F)cc2)C(=O)C1CC(=O)Nc1ccccc1 (centres undefined) | 3%[57.5 µM]
Cc1cc(NC(=O)CSc2ncnc3c2cnn3-c2ccccc2)no1 | 2%
O=[N+]([O-])c1ccc(O)c(/C=N/n2cnc3ccccc32)c1 | 7%
CCOC(=O)C1(Cc2cccc(OC)c2)CCN(Cc2cccc(OC)c2O)CC1 | -2%
CCC(=O)NC(=S)Nc1ccc(NC(=O)c2cc3ccccc3o2)c(OC)c1 | 6%
CC(C)CCCC(C)C1CCC2C3=CC[C@@H]4CC(O)CC[C@@]4(C)C3CC[C@]21C (some centres undefined) | 28%
CC(NC(=O)CCc1ccccc1)c1cc2c(cc1Cl)OCCO2 (centres undefined) | -10%
Cc1ccc(C2/C(=C(\O)c3c(C)nc4ccccn34)C(=O)C(=O)N2CCN(C)C)o1 (centres undefined) | -8%[57.5 µM]
CN(CCc1ccccn1)C(=S)Nc1ccc(Cl)c(Cl)c1 | 3%
COc1ccccc1NC(=O)c1c(C)nc2ccccc2c1C(=O)O | -15%[57.5 µM]
CC(=O)Nc1ccc(NC(=O)CSc2nnnn2-c2ccc3c(c2)OCCO3)cc1 | 24%
CSC(=NC#N)N1CCN(C(=NC#N)SC)CC1 | -17%
COc1cc(N/C(N)=N/c2nc(C)cc(C)n2)c(OC)cc1Cl | -3%
Cn1c(-c2sc3cc(C(F)(F)F)cnc3c2-c2ccccn2)n[nH]c1=S | -5%
C=CCNC(=O)CSc1ncc2c(n1)-c1c(csc1SC)CC2 | -2%[57.5 µM]
COc1cc(OC)c(/C=N/NC(N)=S)cc1Br | 4%
CCOc1ccc(N2C(=O)Nc3ccccc3C2(O)C(=O)NCc2ccco2)cc1 (centres undefined) | -6%
C=CCOc1c(Br)cc(CNc2ccc(NC(=O)C(C)C)cc2)cc1OCC | 6%
CCCCCC(=O)Nc1sc(C)c(C)c1C#N | -7%
CCOc1ccccc1Oc1coc2cc(OCC(=O)O)ccc2c1=O | -16%[57.5 µM]
Cc1cc(C)cc(N2C(=O)CCN(Cc3ccccc3)C2=O)c1 | 3%[57.5 µM]
O=C(O)c1ccc(Cl)c(S(=O)(=O)N2CCCC2)c1 | 9%[57.5 µM]
C=CCn1cccc(C(=O)Nc2cc(OC)c(OC)c(OC)c2)c1=O | -6%
N/C(=N\OC(=O)Nc1ccccc1)c1ncc([N+](=O)[O-])s1 | 1%[57.5 µM]
COc1ccc(Cl)cc1NC(=O)C(C)OC(=O)c1ccc(NS(=O)(=O)c2ccc3[nH]c(=O)[nH]c3c2)cc1 (centres undefined) | 11%
CC(=O)N1CCC2(CC1)CCN(C(=O)Nc1cccc(F)c1)CC2 | 0%
CC(C)c1onc(C(=O)N2CCCCCC2)c1[N+](=O)[O-] | -6%
CCn1c(SCc2ccccc2)nnc1-c1cccnc1 | 4%
CCCCCSc1nnc(-c2ccccc2NC(C)=O)c(=O)[nH]1 | -3%[57.5 µM]
COc1ccc(NC(=S)N2CCCCC2c2cccnc2)cc1 (centres undefined) | 5%[57.5 µM]
CC(NC(=S)Nc1ccccc1Cl)C(c1ccccc1)N1CCOCC1 (centres undefined) | 12%
N=c1c2c3c(sc2ncn1N)CCC3 | 14%[57.5 µM]
C/C(=N\NC(=O)Cn1ccc(C(F)(F)F)n1)c1ccc2c(c1)OCO2 | -6%
C=CCOc1ccc2c(CC)cc(=O)oc2c1C | 9%
S=C(Nc1ccc(Oc2ccc(NC(=S)NC3CCCCC3)cc2)cc1)NC1CCCCC1 | 26%
CCCC(=O)NC(=S)Nc1cccc2c(O)cccc12 | 3%
Cc1nn(C)cc1/C=N\NC(=O)Cc1ccc([N+](=O)[O-])cc1 | 4%
Cc1ccc(-c2nnc(SCC(=O)N/N=C/c3c(C)nn(-c4ccccc4)c3C)n2-c2ccc(C)cc2)cc1 | -15%
COc1cc(OC)c(OC)cc1CN1CCCC(C(=O)c2sccc2C)C1 (centres undefined) | ?
CC(=O)N(O)[C@@H]1c2cc(C#N)ccc2OC(C)(C)[C@H]1O | -7%
CC(NC(=O)CN(C)CC(=O)Nc1ccc(F)c(F)c1F)c1ccccc1 (centres undefined) | -6%
O=C(CSc1ncccc1C(=O)O)NC12CC3CC(CC(C3)C1)C2 | 3%
O=C(CSc1nc2ccccc2c(=O)n1-c1ccc(SC(F)F)cc1)Nc1ccc(N2CCOCC2)cc1 | 7%
COCCNC(=O)C(=O)N/N=C/c1ccc(C(=O)OC)cc1 | -1%
CC(=O)OC1CSc2nc3ccccc3n2C1 (centres undefined) | -7%
O=C(CCN1C(=O)/C(=C/c2cccs2)SC1=S)Nc1ccccn1 | 4%
CC(=O)c1c(C)nc(-c2ccc(Cl)cc2)nc1N | -8%
Cc1cccc(C2(c3cccc(C)c3)CC2C(=O)NCC2CCCO2)c1 (centres undefined) | 6%
COc1cc2[nH]c(=S)nc(NCc3ccccn3)c2cc1OC | -6%
COc1cccc(NC(=S)N(Cc2ccc(C(=O)O)cc2)Cc2ccc(OC)c(OC)c2)c1 | 1%[57.5 µM]
Cc1cccc(-c2nnc(SCC(=O)Nc3cccc(C(=O)N4CCOCC4)c3)n2C)c1 | 4%
C=CCN(C)NC(=O)Nc1ccccc1 | 1%
O=C(COC(=O)C1Cc2ccccc2CN1C(=O)c1ccccc1Cl)Nc1ccc(N2CCOCC2)cc1 (centres undefined) | -3%
COc1ccc(NC(=S)Nc2cc(S(=O)(=O)N3CCCCC3)ccc2OC)cc1 | 16%
O=[N+]([O-])c1cc([N+](=O)[O-])c2n[nH]c(-c3ccccc3)c2c1 | -6%
COc1ccc(CNc2nc3ccccc3n2C)c(OC)c1 | 1%
O=C(N/N=C/c1ccc(N2CCOCC2)cc1)c1ccccc1OCCOc1ccccc1 | -1%
COC(=O)CC1C2(C)CC34OC5(C)O[C@@]6(C7/C(=C(/O)C(C)C)C(=O)OC(c8ccoc8)[C@]7(C)C(OC(C)=O)C(OC(C)=O)[C@]6(O5)[C@@]13C)C(OC(C)=O)[C@]4(O)C2OC(=O)C(C)C (some centres undefined) | 7%
O=C(COC(=O)CCC(=O)c1ccc(F)cc1)Nc1ccccc1 | -8%
O=C(CCn1ccc([N+](=O)[O-])n1)NC1CCCCCC1 | -1%

Retrieved by structure from above:
SMILES | ERK EGF inh
COc1ccc(CNc2nc3ccccc3n2C)c(OC)c1 | 1%
COCCNC(=O)C(=O)N/N=C/c1ccc(C(=O)OC)cc1 | -1%
CC(NC(=O)CN(C)CC(=O)Nc1ccc(F)c(F)c1F)c1ccccc1 (centres undefined) | -6%
O=C(COC(=O)C1Cc2ccccc2CN1C(=O)c1ccccc1Cl)Nc1ccc(N2CCOCC2)cc1 (centres undefined) | -3%

More compounds:
SMILES | ERK EGF inh
Cc1ccc2nc(NC(=O)CN3C(=O)C4CC=CCC4C3=O)sc2c1 (centres undefined) | -8%
CCOC(=O)CCSc1n[nH]c(=S)s1 | 4%[57.5 µM]
Cc1cccc(C(=O)c2c[nH]cc2-c2ccccc2)c1 | 7%
C/C(=N\NC(=O)Cn1cnc2ccccc21)c1cccs1 | -7%
COc1ccc(CCN2CC(C(=O)NCc3ccc(F)cc3)CC2=O)cc1OC (centres undefined) | -3%[57.5 µM]
COc1ccc(C)cc1NC(=O)C(=O)N1CCCC1 | 1%[57.5 µM]
O=C(NCc1ccc(Cl)cc1)C(=O)NCC1OCCN1S(=O)(=O)c1cccs1 (centres undefined) | -12%
CNC(=O)CSc1nnnn1-c1ccc2c(c1)OCCO2 | 7%
O=C(CS(=O)(=O)c1c[nH]c2ccccc12)N1CCc2ccccc21 | -7%[57.5 µM]
COc1cccc(CNC(=O)CCN2C(=S)NC(C)(C)CC2C)c1 (centres undefined) | -40%
C=C1C(C(=O)Nc2ccccc2)C1C(=O)Nc1ccccc1 (centres undefined) | 0%[57.5 µM]
CCOc1cc([N+](=O)[O-])c2nc(N)sc2c1 | -17%[57.5 µM]
COc1cc(CNCCc2ccccc2)ccc1OCC(N)=O | -6%
COc1cc(OC)c(N(C)S(=O)(=O)c2cccc(C(=O)OCc3c(C)noc3C)c2)cc1Cl | -9%
O=C(Cn1cc(C(=O)C(F)(F)F)c2ccccc21)N1CCOCC1 | -9%
CCOc1ccc2nc(SCC3CC3(Cl)Cl)[nH]c2c1 (centres undefined) | 3%[57.5 µM]
O=C(Nc1ccccc1F)c1ccc(Cn2cc(Cl)cn2)cc1 | -3%
CSc1nnc(SCc2nc3sc(C(=O)O)c(C)c3c(=O)[nH]2)s1 | 2%[57.5 µM]
c1ccc2c(c1)OCC(c1csc3ncnc(N4CCCCC4)c13)O2 (centres undefined) | -1%
CN(C)c1cccc(C(=O)OCC(=O)Nc2nccs2)c1 | 5%
CCN1CCN(C(=O)N[C@H](C(=O)N[C@@H]2C(=O)N3[C@@H]2SC(C)(C)[C@@H]3C(=O)O)c2ccccc2)C(=O)C1=O | 8%[25.7 µM]
Cc1ccc(SCCC(=O)OC(C(=O)NC(N)=O)C(C)C)cc1 (centres undefined) | -2%[57.5 µM]
COc1cc(N2CCOCC2)ccc1C=C(C#N)C#N | 4%
NS(=O)(=O)c1ccc(CCNS(=O)(=O)c2ccccc2)cc1 | -4%
COc1ccccc1-n1ccnc1SCC(=O)NC(C)(C)C | -11%
CCN(CC)CCN(C(=O)c1ccc2c(c1)CCCC2)c1nc2ccc(F)cc2s1 | 2%
CSc1nc(N(C)C)nc(N(C)C#N)n1 | ?
O=C(NCCc1ccc(Cl)cc1)c1ccc(CNc2c(N3CCOCC3)c(=O)c2=O)cc1 | 5%[57.5 µM]
C#CCOCCOCCOCCNc1nc(N2CCN(C(=O)[C@H](Cc3ccc(O)cc3)n3cc([C@@H](N)C(C)CC)nn3)CC2)nc(N2CCN(C(=O)[C@H](Cc3cc4ccccc4[nH]3)n3cc([C@@H](N)C(C)CC)nn3)CC2)n1 (some centres undefined) | -13%[57.5 µM]
CN(C)c1ccc(CN(C(=O)/C=C/c2ccccc2Cl)C2CCS(=O)(=O)C2)cc1 (centres undefined) | -9%[57.5 µM]

Entries above that have a nitro group on carbon:
SMILES | ERK EGF inh
O=[N+]([O-])c1ccc(O)c(/C=N/n2cnc3ccccc32)c1 | 7%
N/C(=N\OC(=O)Nc1ccccc1)c1ncc([N+](=O)[O-])s1 | 1%[57.5 µM]
CC(C)c1onc(C(=O)N2CCCCCC2)c1[N+](=O)[O-] | -6%
Cc1nn(C)cc1/C=N\NC(=O)Cc1ccc([N+](=O)[O-])cc1 | 4%
O=[N+]([O-])c1cc([N+](=O)[O-])c2n[nH]c(-c3ccccc3)c2c1 | -6%
O=C(CCn1ccc([N+](=O)[O-])n1)NC1CCCCCC1 | -1%
CCOc1cc([N+](=O)[O-])c2nc(N)sc2c1 | -17%[57.5 µM]

Remaining list, next part:
SMILES | ERK EGF inh
CC(C)(O)C#Cc1ccc(CN2CCN(Cc3ccccc3)C(CCO)C2)cc1 (centres undefined) | -12%[57.5 µM]
O=C1CC(c2ccccc2)=Nc2ccccc2N1Cc1ccccc1 | 4%
CC1(C)NC(=O)N(CC(=O)OCC(=O)Nc2sccc2C#N)C1=O | 3%
Cn1nnnc1SCC(=O)N1CCc2ccccc21 | 7%[57.5 µM]
O=C(c1ccc(S(=O)(=O)N2CCOCC2)cc1)N1CCOCC1 | ?
CCCCNc1nc(C)nc2c1nc(-c1ccccc1)n2CCCN(CC)CC | 0%
Cc1cc(C)nc(-n2nc(C)cc2NC(=O)c2ccc(F)cc2F)n1 | -2%
CC(=O)c1c(OC(=O)c2cccc(Cl)c2)c2ccccc2n1C | -5%[57.5 µM]
Cc1csc(Sc2ccc(S(=O)(=O)N3CCCC3)cn2)n1 | 8%
OC(COc1ccc(CN2CCSCC2)cc1)CN1CCCCC1 (centres undefined) | 7%
O=c1cc(-c2ccc([N+](=O)[O-])cc2)c2ccc(O)cc2o1 | 23%
O=C(Cc1ccccc1)c1ccc2c(c1)OCCO2 | -3%
CC(C)c1ccccc1NC(=O)COC(=O)Cc1ccsc1 | 4%
CCOc1ccccc1NC(=O)CSc1nnc(Cn2c(=O)sc3ccccc32)n1C | 0%
Cc1ccc(-c2cc(C(=O)OCC(=O)Nc3ncc(C(F)(F)F)cc3Cl)c3ccccc3n2)cc1 | -4%
CCOC(=O)c1[nH]c2ccccc2c1NC(=O)c1ccc(S(=O)(=O)N2CCCCC2)cc1 | -3%
S=C(NC1CCCCC1)N1CCc2[nH]c3ccccc3c2C1 | -1%[57.5 µM]
C/C(Cc1ccccc1)=N\NC(=O)c1cc(C(C)(C)C)[nH]n1 | 6%
Oc1cc2ccccc2cc1-c1n[nH]c(=S)n1Cc1ccco1 | 6%
CC(C)Oc1ccccc1C(=O)NC(CO)C(=O)O (centres undefined) | -2%
Oc1ccc2oc3c(c2c1C=NCc1ccncc1)CCCC3 | 42%[57.5 µM]
Cc1cccc(C(=O)NNC(=O)c2ccccc2)c1 | 2%
Cc1ccc(S(=O)(=O)NN/C(=N/S(=O)(=O)c2ccccc2)c2ccccc2)cc1 | -9%
CCN(CC)S(=O)(=O)c1cc(NS(=O)(=O)c2cc(Cl)ccc2Cl)ccc1C | 1%
O=C(N/N=C/c1ccc(Cl)cc1Cl)c1n[nH]c2c1CCCC2 | 1%
O=C(Nc1cccc2ncccc12)C(c1ccccc1)c1ccccc1 | -1%
CCN(CC)S(=O)(=O)c1ccc(C(=O)NNC(=O)C2CCN(S(=O)(=O)c3ccc(Cl)cc3)CC2)cc1 | -6%
CCOc1nc(SCCOc2ccc(C)cc2)nc(N(C)C)n1 | 30%

Assay outcomes from PubChem BioAssay.
